E coli growth = E. coli V3065 growth inhibition, primary screen, counter-screen for AddAB inhibitor project, absorbance, OD600; inhibition, % at 11.9 µM; 18 h; 0.27% of 330,000 active; AID 449728, 2010;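 active means inhibition above the campaign's mean inhibition across all tested compounds plus 3 SD, cut at about 9.9% in these data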;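 further: uninfected addAB+ strain grown without phage in ampicillin broth; 0% = DMSO wells and 100% = ciprofloxacin 0.95 µg/ml wells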
SR-BI uptake up = activators of SR-BI mediated DiI-HDL uptake, primary screen, ldlA[mSR-BI] CHO cells, DiI fluorescence; 3 h; 100 = double the neutral-control signal; activation, % at 12.5 µM; 0.096% of 320,000 active;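 active means mean replicate activation of at least 60% and every replicate at or above 60%; inconclusive means mean or all-replicate condition met, but not both; inactive means mean below 60% and not all replicates reaching 60%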;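 further: 0% = median plate neutral-control signal and 100% = twice that signal; values of inactives mirror those of a sister screen read the other way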
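system = CHO ldlA[mSR-BI] cells, LDL receptor-null, SR-BI overexpressing | medium = Ham's F12 with 0.5% BSA, HEPES 25 mM, pH 7.4 | probe or stimulus = DiI-HDL 10 µg/mL | compound dosing = single-point compound dose | incubation = compound exposure 3 h, 37 °C | technique = DiI fluorescence, bottom read | read-out = cell-associated DiI fluorescence as measure of HDL uptake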
SR-BI HDL uptake = inhibitors of SR-BI mediated HDL lipid uptake, primary screen, ldlA[mSR-BI] cells, fluorescence, single point | Scavenger receptor class B member 1 (Mus musculus), Q61009 | ldlA[mSR-BI] CHO cells, DiI-HDL uptake fluorescence, 3 h | inhibition, % at 12.5 µM | 0.96% of 320,000 active | AID 488896, 2010;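 active means mean replicate inhibition of at least 70% and a set share of replicates each scoring 70 or more; inconclusive means meets just one of the two criteria; inactive means fails both criteria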;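 further: 0% = median of neutral control wells and 100% = median of positive control wells; values of inactives mirror those of a sister screen read the other way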
Target sequence (Q61009 whole entry, looked up): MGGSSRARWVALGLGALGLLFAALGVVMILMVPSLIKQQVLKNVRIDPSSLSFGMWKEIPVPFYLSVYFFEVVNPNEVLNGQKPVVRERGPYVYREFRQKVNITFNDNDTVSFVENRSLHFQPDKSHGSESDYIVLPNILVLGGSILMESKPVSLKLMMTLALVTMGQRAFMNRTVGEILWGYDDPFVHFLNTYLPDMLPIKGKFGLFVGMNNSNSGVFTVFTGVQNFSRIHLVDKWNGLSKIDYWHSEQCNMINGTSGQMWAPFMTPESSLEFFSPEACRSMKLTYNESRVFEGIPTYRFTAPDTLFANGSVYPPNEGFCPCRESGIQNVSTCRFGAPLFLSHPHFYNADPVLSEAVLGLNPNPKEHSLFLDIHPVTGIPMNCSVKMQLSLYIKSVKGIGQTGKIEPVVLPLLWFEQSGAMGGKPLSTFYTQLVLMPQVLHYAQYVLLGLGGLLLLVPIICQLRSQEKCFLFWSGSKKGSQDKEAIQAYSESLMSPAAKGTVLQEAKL
CAL PDZ FP-1 = untagged CAL PDZ binding inhibitors, primary screen, biochemical, fluorescence polarization, HTS; Golgi-associated PDZ and coiled-coil motif-containing protein (Homo sapiens), Q9HD26; purified CAL PDZ, TMR-peptide fluorescence polarization, 1 h; inhibition, % at 24.9 µM; 0.92% of 300,000 active; AID 602252, 2012;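 active means mean inhibition of at least 30% with at least half of replicates also reaching 30%; inconclusive means no clear call, values can overlap the other calls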;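 further: 0% = DMSO neutral control and 100% = excess unlabeled competitor peptide PRC23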
Wnt act = Wnt/beta-catenin pathway activators, primary screen, cell-based, plate reader, single point; Wnt/beta-catenin reporter cell assay, activator; activation, % at 9.35 µM; 1.2% of 300,000 active; in the data active means activation above about 30%, passing the limit was not always enough; inconclusive means no clear call, values can overlap the other calls;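 further: 0% = neutral control wells and 100% = positive control wells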
MITF act = activators of MITF-driven TRPM1 promoter reporter, primary screen, cell-based, SK-MEL-5, luciferase, single point | SK-MEL-5 TRPM1-promoter luciferase, 24 h; % of positive control, neutral wells = 0 | activation, % at 12.5 µM | 0.75% of 300,000 active | AID 588334, 2011;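 active means mean activation of at least 80% with every replicate also reaching 80%; inconclusive means mean reaches 80% but some replicate falls short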;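 further: 0% = neutral control wells and 100% = parthenolide positive control wells; values of inactives mirror those of a sister screen read the other way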
Tat export inh = E. coli Tat export inhibitors, primary screen, MC4100, TorA-mCherry reporter, fluorescence, single point; inhibition, % at 10 µM; 0.036% of 340,000 active; AID 488895, 2010;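 active means mean replicate inhibition at least 50% and at least half of replicates individually reaching 50%; inconclusive means only one of the two criteria met; inactive means neither criterion met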;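 further: exported cargo escapes ClpAP degradation while cytoplasmic cargo is degraded and loses fluorescence; 0% = median of neutral control wells and 100% = median of NaSCN control wells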
phage Ecoli inh = growth loss of phage-infected E. coli, primary screen, RecBCD inhibitor project, absorbance, with phage, HTS. inhibition, % at 11.9 µM. 0.26% of 360,000 active. AID 651602, 2012; in the data active means inhibition above about 11%
AddAB inh = growth inhibition of E. coli expressing H. pylori AddAB, primary screen, AddAB inhibitor project, absorbance. inhibition, % at 11.9 µM. 0.29% of 330,000 active; in the data active means inhibition above about 12%;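 further: 0% = vehicle wells of infected cells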
CAL PDZ FP-2 = CAL PDZ peptide-binding inhibitors, primary screen, biochemical, fluorescence polarization, Cer-tagged CAL PDZ, HTS. AID 504414, 2011. purified CAL PDZ, TMR-peptide fluorescence polarization, 1 h. inhibition, % at 20 µM. 0.02% of 330,000 active;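 active means highest replicate inhibition of at least 40%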;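 further: plate controls were DMSO neutral control wells for no effect and unlabeled competitor peptide control wells for full effect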
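Test system: purified CerCALP PDZ construct; Compound dosing: one concentration, 20 µM compound; Also added: TMR-labelled reporter peptide T*-PRC34 bound in PDZ groove; Read-out: inhibition from polarization loss; Controls: unlabelled peptide and DMSO controls; Signal: FP readout, S and P plane fluorescence; Incubation: 1 h at RT.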
The depositor's hits bear a star; u = inconclusive; x = not tested or not shown.

SMILES | E coli growth | SR-BI uptake up | SR-BI HDL uptake | CAL PDZ FP-1 | Wnt act | MITF act | Tat export inh | phage Ecoli inh | AddAB inh | CAL PDZ FP-2
Cc1ccc(C(=O)Nc2ccccc2C(=O)N2CCCC(C)C2)cc1 (centres undefined) | 0.8 | 6 | -6 | -6 | 2 | 0 | -7 | -0.6 | 1.5 | -2.6
CN(Cc1ccccc1)S(=O)(=O)c1ccc(C(=O)Nc2nnc(C3CC3)o2)cc1 | -4.3 | x | x | -6 | x | -22 | 6 | x | -0.7 | -3.3
N/C(=N\OC(=O)CCCOc1ccccc1)c1ccncc1 | -2.8 | -35 | 35 | 1 | -1 | 17 | -1 | 0.0 | -1.2 | -4.1
COc1ccc(/C=C/C(=O)Nc2cccc(S(=O)(=O)N3CCCC3)c2)cc1OC | 1.4 | -80 | 80* | x | 0 | 9 | 0 | 1.2 | 0.8 | -5.7
Cc1cc(C)cc(-n2c3nc4ccccc4nc3c3c(=O)n(Cc4ccco4)cnc32)c1 | 0.5 | x | x | 3 | -3 | -16 | 8 | -0.1 | 2.4 | -3.9
CCCn1cc(CN2CCc3ccc(NC(=O)C4CCCO4)cc3C2)c(C)n1 (centres undefined) | 0.0 | 4 | -4 | -5 | 1 | 3 | -4 | 0.6 | 1.6 | -1.1
O=C(CSc1nnnn1C1CCCCC1)NCc1ccc2c(c1)OCO2 | -1.1 | 12 | -12 | 1 | -4 | -5 | 1 | 1.6 | 1.4 | -0.4
CCNC(=O)c1cc(Br)ccc1Cl | -0.6 | 4 | -4 | x | x | 6 | 0 | 2.5 | -0.5 | -1.4
O=c1[nH]nc(N=Nc2c(O)[nH]c3ccc(F)cc23)c(=O)[nH]1 | x | x | x | -1 | -3 | -12 | 6 | 0.5 | x | -4.0
COc1ccc(C(=O)N/C(=C/c2ccco2)C(=O)NCc2ccco2)cc1 | 0.3 | 3 | -3 | 3 | -2 | -2 | -3 | -3.6 | 3.1 | -2.5
CCc1nnc(NC(=O)c2ccc3c(=O)n4c(nc3c2)CCCCC4)s1 | -1.1 | x | x | -1 | -2 | 15 | 4 | 0.3 | -0.2 | -3.0
CC(C)NC(=O)c1cccc(C(F)(F)F)c1 | 1.7 | 6 | -6 | x | x | -4 | 2 | -1.5 | 2.7 | 0.4
Cn1c(NCC2CCCO2)nc2c1c(=O)n(Cc1ccccc1)c(=O)n2C (centres undefined) | -0.2 | -5 | 5 | -4 | x | -10 | -3 | 1.1 | 1.4 | -3.9
CCOc1ccc(NC(=O)Nc2ccc(Cc3ccncc3)cc2)cc1 | -1.7 | -2 | 2 | -8 | 0 | 6 | 8 | 2.7 | 1.8 | 1.1
Cc1cccc(-n2c(O)c(C=Nc3ccccc3)c3ccccc3c2=O)n1 | 0.4 | -13 | 13 | 4 | -1 | 12 | 2 | 3.2 | 1.3 | -0.7
COC(=O)CCC(=O)NC1CC(C)(C)Cc2c1cnn2-c1ccc(F)cc1 (centres undefined) | -0.7 | -6 | 6 | -2 | 1 | -1 | 0 | 2.5 | 0.0 | -12
Cn1c(N2CCCCC2)nc2c1c(=O)[nH]c(=O)n2C | -0.3 | 5 | -5 | x | x | 8 | -8 | 1.8 | 0.2 | -0.3
COc1cc([C@@H]2CC=C(C(=O)O)[C@H](c3ccccc3F)N2S(=O)(=O)c2ccc(C)cc2)cc(OC)c1OC | -1.4 | 23 | -23 | 0 | -1 | -4 | 2 | 4.0 | 2.0 | -2.1
CC(=O)c1ccc(OCCCC(=O)Nc2ccc(C)c(S(=O)(=O)N3CCOCC3)c2)cc1 | x | -27 | 27 | -3 | -1 | -18 | 6 | 2.3 | x | -3.1
O=C(c1ccc(F)cc1)c1cccc(C(=O)c2ccc(F)cc2)n1 | x | -28 | 28 | -2 | 0 | 10 | 5 | 0.7 | x | -3.5
O=C(NCc1ccccn1)C1CCN(S(=O)(=O)c2ccccc2)CC1 | 1.8 | 15 | -15 | -8 | -2 | -7 | 7 | 3.0 | 1.0 | -1.5
CCCn1c(N)c(C(=O)CSc2nc(C)cs2)c(=O)n(C)c1=O | -0.3 | -12 | 12 | -2 | x | -13 | u | 4.6 | -2.2 | -0.1
COc1ccc(NC2=NCC(Cc3ccc(Br)cc3)S2)cc1 (centres undefined) | -0.8 | 16 | -16 | -6 | -4 | -57 | -7 | 3.3 | 1.9 | -1.2
CC(=O)Nc1ccc(NC(=O)C2CC(=O)N(c3ccccc3Cl)C2)cc1 (centres undefined) | -0.4 | 11 | -11 | -3 | -1 | 4 | 1 | -0.6 | 4.8 | -2.4
CCc1ccc(N(CC(=O)NCc2ccc3c(c2)OCO3)C(=O)c2csnn2)cc1 | -1.5 | -5 | 5 | -6 | 2 | 21 | -1 | 1.0 | 1.1 | -3.7
O=C(Nc1cccnc1)Nc1cccc(F)c1 | -1.2 | 14 | -14 | -3 | 3 | x | 9 | 2.6 | 2.9 | -1.1
Cc1ncc2c(c1OC(=O)c1ccccc1)COC(C)(C)OC2 | -2.7 | -18 | 18 | x | x | 6 | -2 | 3.0 | -2.0 | -0.6
Cc1c(C(=O)O)oc2ccc(S(=O)(=O)NCc3ccc(F)cc3)cc12 | -2.2 | 3 | -3 | -3 | x | -2 | 0 | 2.8 | 0.8 | -1.8
COc1ccc(CN2CCN(CC3CC3)CC2CCO)cc1C (centres undefined) | 0.1 | 9 | -9 | 1 | -1 | x | 37 | 2.9 | -2.5 | -0.6
O=c1c2ccccc2nc2n1CCc1c-2[nH]c2ccccc12 | 0.4 | -44 | 44 | -3 | 41* | 39 | 3 | 1.9 | -1.6 | -0.5
COc1ccc(CNCc2cccc(Cl)c2)cc1 | 1.4 | 22 | -22 | 10 | 2 | 11 | 14 | 0.9 | 1.7 | -0.8
CCOc1ccc(-n2cc(-c3ccccc3)c3c(=S)nc[nH]c32)cc1 | 2.1 | -41 | 41 | -2 | 0 | -14 | 16 | 5.3 | 3.9 | -1.8
COc1cccc(CN2CCN(Cc3ccccc3C(F)(F)F)CC2)c1 | 0.6 | 17 | -17 | -3 | -3 | 0 | 2 | 0.4 | -1.2 | -0.7
NC(=O)CC(NC(=O)Cc1cccc2ccccc12)c1ccc(NC2CC3CCC2C3)c([N+](=O)[O-])c1 (centres undefined) | -2.7 | 17 | -17 | -2 | -2 | 5 | -1 | 1.4 | 1.9 | -1.0
FC(F)(F)c1cccc(-c2cc3ccccc3nc2N2CCCC2)c1 | 0.3 | -65 | 65 | 0 | x | -14 | 2 | 2.1 | 3.9 | -0.2
Cc1cccnc1NC(=O)c1ccco1 | x | 19 | -19 | 0 | 1 | -5 | -6 | 4.1 | x | -1.9
O=C(CN1C(=O)NC2(CCCC2)C1=O)Nc1cccc(C(F)(F)F)c1 | 2.3 | 1 | -1 | x | -2 | -7 | 3 | 2.4 | 3.7 | -0.7
O=C(NC(Cc1ccccc1)C(=O)N1CCCC(C(F)(F)F)C1)c1ccccc1 (centres undefined) | 1.0 | -10 | 10 | -5 | -1 | 10 | 0 | 1.7 | 0.5 | -1.1
CCCCn1c(N)c(N(CCC(C)C)C(=O)C2CC(=O)N(Cc3ccc(C)cc3)C2)c(=O)[nH]c1=O (centres undefined) | 0.6 | 11 | -11 | -2 | -1 | -7 | 1 | 2.0 | 0.3 | -1.8
CCCCN(C)CCNC(=O)c1cc2c(-c3cccc(OC)c3)nn(C)c2s1 | -3.3 | -10 | 10 | 1 | 1 | -14 | -1 | -0.7 | -0.4 | -5.8
S=C(Nc1ccccc1)Nc1ccc2cn[nH]c2c1 | 2.8 | x | x | 5 | 33* | 38 | -2 | 2.3 | -2.3 | -0.5
COc1cc(C(=O)O/N=C(\N)c2ccncc2)cc(OC)c1OC | -0.6 | -5 | 5 | -3 | 0 | -7 | -3 | 2.3 | -3.0 | -3.8
O=C(COC(=O)c1ccc(Br)o1)Nc1ccc(S(=O)(=O)N2CCCC2)cc1 | 0.4 | 3 | -3 | -3 | -7 | -7 | -1 | 0.8 | -0.6 | -1.6
CS(=O)(=O)c1cccc(C(=O)Nc2ccccc2Cc2ccccc2)c1 | 0.6 | -1 | 1 | -3 | 4 | -7 | 1 | 3.5 | 3.6 | -3.5
CC1CCCN(C(=O)Cn2c(=O)oc3ccccc32)C1 (centres undefined) | 0.1 | 11 | -11 | -4 | -3 | 3 | 1 | 2.9 | 1.9 | 0.5
COc1cccc(C2CC(c3ccccc3OC)n3ncnc3N2)c1 (centres undefined) | -1.2 | 19 | -19 | -6 | -1 | 9 | 2 | 2.0 | 3.2 | -0.9
Cc1cc(C)n(-c2cc(N3CCN(C(=O)c4ccc(C(C)(C)C)cc4)CC3)ccc2[N+](=O)[O-])n1 | -2.1 | -60 | 60 | -2 | x | -18 | 19 | 0.3 | -0.9 | x
O=C(COC(=O)Cc1c[nH]c2ccccc12)NCCc1ccccc1 | 1.1 | 23 | -23 | -2 | -2 | -5 | -3 | 1.4 | -1.4 | -1.8
O=C(COC(=O)c1ccc(O)cc1)Nc1ccccc1[N+](=O)[O-] | -4.1 | -6 | 6 | x | 0 | 4 | -7 | 2.4 | 0.9 | -0.1
COc1cc(CNc2ccc(N3CCCC3)cc2)cc(Cl)c1OC | -0.8 | -66 | 66 | 2 | -1 | -23 | 2 | 1.2 | 0.0 | 0.6
COc1ccc(CNC(=O)C(C)N(Cc2ccco2)C(=O)c2snc(C(N)=O)c2N)cc1 (centres undefined) | 0.2 | -3 | 3 | -7 | x | -4 | 3 | 2.2 | 2.5 | -0.6
COc1ccc(C(=O)CCC(=O)N2CCN(c3ccc([N+](=O)[O-])cc3)CC2)cc1 | 0.9 | -32 | 32 | x | -2 | -1 | -8 | 0.7 | 1.4 | 0.0
Cc1ccc(C(=O)O)cc1NC(=S)NC(=O)c1ccc(COc2ccccc2)cc1 | 1.8 | x | -9 | x | -3 | 7 | -2 | 3.1 | -0.3 | -1.5
CCc1cccc(C)c1NC(=O)C(c1ccc(O)cc1)N1CCC1=O (centres undefined) | 0.3 | 21 | -21 | -2 | x | -2 | -11 | 3.6 | -0.3 | -0.7

Screens (PubChem)
